MT stabilizer = microtubule stabilization, imaging screen. HeLa tubulin immunostaining HCS, 24 h; share of cells brighter than vehicle mean+2SD. 0.83% of 200,000 active. % tubulin-high responders, % at 10 µM. AID 2205;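 active means plate Z-score above 3 for both tubulin-high and condensed-nucleus cell shares, with cell loss under 80%, at 10 µM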;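 further: anti alpha tubulin signal scored within the nucleus-defined area of each cell; some results filed as inactive read as strong as hits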
WT yeast gro inh = growth inhibition of WT yeast, mitochondrial fusion screen. 2.1% of 190,000 active. mitochondrial fusion phenotypic screen, WT strain. inhibition, % at 10 µM; in the data active means inhibition above about 58%; tested in S. cerevisiae
XIAP antagonists = small molecules displacing peptide from XIAP – biochemical, IAP family, fluorescence polarization (AID 1018) | XIAP BIR domain, fluorescence polarization peptide displacement; higher % means a stronger effect | displacement, % at 20 µM, or IC50 in µM where a hit was titrated | 0.007% of 200,000 active; in the data active means displacement above about 50%; further: a part of the inactive calls stands beside numbers as strong as those of hits
CSM14.1 death rescue = rescue of cells from ER stress-induced death, primary screen, 384-well, CSM14.1, thapsigargin, ATP luminescence (AID 1222); 190,000 tested, under 10 active; cellular ATP content (survival), % at 20 µM; hits with a dose series show EC50 in µM; CSM14.1 thapsigargin-induced death rescue, ATP luminescence; higher % means a stronger effect;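 active means EC50 below 50 µM in the dose-response confirmation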;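 further: death triggered by thapsigargin at about 15 µM added after 2 h compound pretreatment; cell ATP read after overnight thapsigargin exposure of roughly 18 to 22 hours; normalized against plate controls of thapsigargin alone and 5% DMSO vehicle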
Dynein cargo inh = blocks dynein driven cargo transport along microtubules; 3617.4 mouse cells, GR-EGFP nuclear translocation imaging; test concentration mostly 20 µM; stimulated with dexamethasone, 1 µM; hits give low values; z-score, hits read low; 0.47% of 220,000 active; AID 1381;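 active means plate z-score of nuclear minus cytoplasmic receptor signal below a set negative limit, without overly bright fluorescence or cell loss, cut at about -3.5 in these data, passing the limit was not always enough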;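 further: z-score of nuclear minus cytoplasmic ring GR-EGFP intensity difference per well; some compounds called inactive have numbers as strong as hits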
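Buffer or medium: tet-free, stripped-serum medium; reagent: dexamethasone at 1.0 µM final, 30 min; incubation: 48 h induction, 1 h compound, 30 min dex at 37 °C; measured by: formaldehyde fixation, Hoechst nuclear stain, 10x automated fluorescence imaging; read-out: nuclear-to-cytoplasmic GR-EGFP distribution per well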
Ins promoter up = MIN6 insulin promoter up-regulation; MIN6 insulin promoter-GFP reporter, high-content imaging; hits give high values; z-score at 5 µM; 0.3% of 190,000 active; AID 1625;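 active means z-score above 3 at 5 µM with at least 500 cells counted in the well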
Autophagy mod = modulators of autophagy | MEF GFP-LC3 puncta imaging; test concentration mostly 10 µM | 0.98% of 190,000 active | calls only at 10 µM (by protocol);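 active means percentage of spot-positive cells more than 3 SD above its plate mean, without a fluorescence outlier flag or 80% toxicity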;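 further: spot-positive cell cutoff set from DMSO-treated cells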
Hep lipid drop = hepatic lipid droplet formation modulation; AML12 mouse hepatocytes, oleate lipid droplets, BODIPY imaging; inhibition, % at 6.5 µM; 0.4% of 240,000 active; AID 1656;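 active means lipid droplet intensity inhibited by at least 50%, with more than 500 cells counted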
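Test system: AML12 hepatocytes (mouse); reagent: oleate loading, 100 µM; dosing: one dose, 6.5 µM compound; incubation: overnight exposure; signal: fluorescence imaging, 20x objective, two fields per well; read-out basis: % inhibition of corrected integrated BODIPY droplet signal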
b-catenin transl = modulators of beta-catenin nuclear translocation. 0.3% of 190,000 active. AID 1665. HeLa beta-catenin nuclear translocation, immunofluorescence imaging. nuclear translocation activity, % at 5 µM;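 active means nuclear translocation activity above 50% at 5 µM, with a well cell count of 50 or more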;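 further: per-cell ratio of nuclear to cytoplasmic median beta-catenin stain intensity; plate controls were DMSO negative control for no effect and GSK-3 inhibitor IX positive control for full effect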
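Test system: human HeLa cell line; Doses: 5 µM primary, 0.02–20 µM confirmation; Incubation: 24 h compound exposure, 37°C; Detection: beta-catenin immunofluorescence imaging with DAPI; Read-out: beta-catenin nuclear/cytoplasmic ratio, % activation.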
WT yeast gro inh mutant strain = further read-out of WT yeast gro inh, marked with its call; inhibition, %; mitochondrial fusion phenotypic screen, mutant strain inhibition
Dynein cargo inh cytoplasmic EGFP = second read-out of Dynein cargo inh, no call of its own (marks repeat the call); z-score; measured here: cytoplasmic GR-EGFP intensity; hits give high values
Dynein cargo inh nuclear GR-EGFP = recorded beside Dynein cargo inh, whose call it bears; z-score; measured here: nuclear GR-EGFP intensity;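 lower value marks the stronger effect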
Dynein cargo inh cell count = also measured in Dynein cargo inh; calls as there; z-score; measured here: cell count per field
Ins promoter up cell count = also measured in Ins promoter up; calls as there; cell count; measured here: cytotoxicity, nuclei count;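 total cells summed across four imaged fields per well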
Hep lipid drop cells 6.5 µM = recorded beside Hep lipid drop, whose call it bears; cell count; measured here: cell count, cytotoxicity flag;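 cells counted across two imaged fields per well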
b-catenin transl cell count 5 µM = further read-out of b-catenin transl, marked with its call; cell count; measured here: cell count, cytotoxicity flag
MT stabilizer Hoechst-high % = second read-out of MT stabilizer, no call of its own (marks repeat the call); % Hoechst-high responders; measured here: nuclear condensation Hoechst responders;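 share of cells brighter than vehicle mean plus two SD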
MT stabilizer cytotoxicity % = also measured in MT stabilizer; calls as there; toxicity, %; measured here: cytotoxicity by cell density;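 0% = mean cell density of plate MIN control wells and 100% = no cells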
Autophagy mod cell loss 18 h = recorded beside Autophagy mod, whose call it bears; toxicity, %; measured here: cell loss, nuclei count;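 cell loss after 18 h compound exposure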
Starred values were filed as active, the others as inactive; i = inactive; . = not tested or not shown; + = active, no number.

SMILES	MT stabilizer	MT stabilizer Hoechst-high %	MT stabilizer cytotoxicity %	WT yeast gro inh	WT yeast gro inh mutant strain	XIAP antagonists	CSM14.1 death rescue	Dynein cargo inh	Dynein cargo inh cytoplasmic EGFP	Dynein cargo inh nuclear GR-EGFP	Dynein cargo inh cell count	Ins promoter up	Ins promoter up cell count	Autophagy mod	Autophagy mod cell loss 18 h	Hep lipid drop	Hep lipid drop cells 6.5 µM	b-catenin transl	b-catenin transl cell count 5 µM
Cc1cc(C)nc(-n2ncc3c2CCCC3=O)n1	1.4	1.1	4.0	8	9	-3.0%	-1.4%	0.47	-0.23	0.43	-0.3	0.17	1504	i	-20	21	638	0.6	1587
C/C(=N\NS(=O)(=O)c1ccccc1)c1cc(Cl)cc(Cl)c1O	2.6	3.4	3.2	4	-3	-5.0%	0.1%	-0.86	-0.38	-0.64	0.33	-0.73	1341	i	-1	13	700	-4.6	1073
COc1ccc(C(=O)Oc2ccc3c(c2)OCO3)cc1OC	7.4	1.6	11	4	7	-3.6%	1.9%	0.61	-0.25	0.51	-0.74	0.26	1163	i	20	.	.	2.4	719
Cc1c(Cc2ccccc2)c(=O)oc2cc(OCc3ccc(C(=O)O)cc3)ccc12	2.1	3.5	13	-4	8	-6.4%	6.6%	0.067	-0.18	-0.33	0.35	.	.	i	-19	19	697	-0.4	1625
O=C(CCN1C(=O)C2CCCCC2C1=O)Nc1nc(-c2ccccc2)cs1 (stereo not drawn)	.	.	.	.	.	.	.	0.36	0.97	0.29	-0.56	0.26	1408	.	.	10	720	-3.1	1153
CCN(CC)c1ccc(CNc2nc3ccccc3n2C(C)C)cc1	.	.	.	.	.	.	.	-0.31	-0.19	0.21	0.34	0.1	1051	.	.	-10	751	0.6	1337
CCc1ccc(/C(C)=N\Nc2ccc([N+](=O)[O-])cc2)cc1	1.6	2.4	6.3	8	-16	-0.5%	-1.1%	-0.25	0.98	0.14	-0.24	1.9	1495	+	3.6*	.	.	0.6	1428
O=C(CSc1ccc(Br)cc1)N1CCN(C(=O)c2ccco2)CC1	3.4	2.6	3.8	-6	9	-4.0%	4.3%	0.38	-0.31	0.31	0.34	-0.42	1330	i	-3	0	718	2.4	1056
O=C(O)CCCCCNc1ccc2nsnc2c1[N+](=O)[O-]	2.3	2.6	7.3	-5	-7	-5.5%	1.1%	-0.14	-0.22	0.073	-0.07	0.8	1464	i	-5	-6	671	-2.2	1079
O=C(Nc1ccc2c(c1)OCO2)c1ccccc1SCC(=O)N1CCCC1	1.6	2.4	7.9	65*	-12*	-6.5%	-1.5%	0.24	-0.53	-0.082	0.41	1	1649	i	8	.	.	-0.7	1382
COCCSc1nnc(NC(=O)Cc2cccs2)s1	3.2	0.4	52	-11	11	-8.2%	-4.8%	-1	-0.27	-0.33	0.46	.	.	i	-2	0	710	-0.8	553
Cc1ccc(Cn2c(=O)c3ccccc3n3nc(C)cc23)cc1	4.0	2.9	8.4	9	12	-3.8%	3.1%	1.6	-0.16	0.73	-1.7	0.1	1465	i	1	-5	701	-4.5	983
COc1ccc(C2C(=O)c3ccccc3C2=O)cc1OC	2.4	1.5	2.6	9	1	0.1%	-0.7%	1.7	0.16	1.4	-2.3	.	.	i	-7	-8	725	0.3	1100
CC(C)Cn1c(=O)c(-[n+]2ccccc2)c([O-])c2ccccc21	2.2	2.1	4.2	8	-1	-7.1%	-0.4%	-1	0.072	-0.56	0.9	0.3	1097	i	0	0	718	-0.7	1116
CCC(CC)C(=O)OCC(=O)NC12CC3CC(CC(C3)C1)C2	1.0	1.0	10	-16	-21	-1.5%	-0.8%	-1.3	-0.17	-0.51	0.78	-0.67	1048	i	-8	12	730	.	.
Cc1c(Cl)c([N+](=O)[O-])nn1CCCC(=O)N(Cc1ccccc1)Cc1ccccc1	1.7	1.2	9.2	35	0	-5.5%	-3.7%	1.4	-0.21	0.96	-1	1	1309	i	20	-18	581	-1.2	853
COc1ccc(Cc2n[nH]c(=S)n2C)cc1Br	2.1	1.3	5.7	-4	-1	4.6%	1.0%	-1.3	-0.27	-0.59	0.34	2.4	1447	i	2	14	768	-0.2	1584
O=C(NC(=S)N1CCN(c2ccc([N+](=O)[O-])cc2Cl)CC1)c1ccco1	1.9	3.8	12	6	-6	-7.8%	-2.8%	2.7	-0.14	1.9	-2	.	.	i	-15	-21	573	-0.8	945
N=c1sccn1CC(=O)NC(=O)NC1CCCC1	3.8	2.1	8.1	10	10	-4.8%	1.8%	1.2	-0.25	0.47	0.16	.	.	i	12	-16	516	0.5	959
Cc1ccc(S(=O)(=O)c2nc(S(C)(=O)=O)sc2NCC2CCCO2)cc1 (stereo not drawn)	1.4	2.9	8.9	-6	-6	-5.0%	-2.2%	-0.15	-0.12	-0.076	-0.15	0.41	1169	i	6	.	.	-5.7	877
Cc1ccccc1OCc1nnc(SCC(=O)NCc2ccco2)n1C	2.2	1.9	3.4	-11	-6	-0.3%	1.5%	1.1	-0.31	0.9	-0.31	-0.57	1409	i	-3	-2	684	0.0	957
CSc1ccccc1NC(=O)c1cc(C)on1	1.3	1.8	6.9	6	0	-4.6%	-1.4%	-0.42	-0.2	-0.21	0.3	.	.	i	-5	15	775	.	.
O=C(CSc1ccc(-c2ccccn2)nn1)N1CCCc2ccccc21	2.9	0.9	6.4	23	22	-2.2%	1.2%	-0.4	0.33	0.051	0.41	-0.73	1601	i	-4	-10	641	0.3	997
Cc1cc(C)n2ncc(C(=O)NC3CCCCC3)c2n1	1.3	1.8	7.3	1	-1	-1.2%	0.6%	-0.8	-0.19	-0.56	0.26	-0.31	1370	i	-12	-9	709	-1.0	940
Cc1cc(NC(=O)CCC(=O)N(Cc2cccs2)C(C(=O)NC2CCCC2)c2cccnc2)no1 (stereo not drawn)	2.0	1.6	6.0	-15	10	-2.1%	-0.9%	-0.24	-0.13	-0.79	-0.02	0.05	1451	i	0	.	.	-2.2	1366
COc1ccc(OC)c2c(C)cc(N3CCN(C(=O)c4ccc(Cl)cc4)CC3)nc12	2.0	1.4	8.6	17	11	-9.4%	-3.1%	-1	0.71	-0.29	0.72	-0.45	917	i	0	11	797	-2.6	1253
CCOc1ccccc1-n1cnc2cc(C(=O)NCc3ccco3)ccc21	3.1	1.7	1.5	-17	4	-1.9%	2.1%	-0.32	-0.2	-0.016	0.62	-0.11	1547	i	2	.	.	0.2	1348
C=CCNC(=O)c1ccc2c(c1)nnn2C	5.2	2.9	6.3	7	-3	-1.5%	-0.9%	-0.89	-0.23	-0.53	0.97	0.63	1144	i	17	.	.	-3.7	952
S=C(NCCc1ccccn1)Nc1cc(Cl)cc(Cl)c1	.	.	.	.	.	.	.	-0.081	-0.19	-0.00039	0.03	-0.21	1400	.	.	1	747	-1.2	1037
CC1=C(C(=O)OC2CCCC2)C(c2coc3ccccc3c2=O)C2=C(CC(C)(C)CC2=O)N1 (stereo not drawn)	.	.	.	.	.	.	.	0.61	-0.22	0.29	-0.32	0.18	1403	.	.	-13	698	-2.6	1079
Cc1ccc(CNC(=O)/C(C#N)=C\c2ccc(N(C)C)cc2)cc1	2.9	2.6	2.0	-13	-15	-24%	1.3%	-0.23	-0.18	0.17	0.4	-0.58	1389	i	25	.	.	5.2	1344
Cc1cc(C)cc(NC(=O)c2ccc3nc[nH]c3c2)c1	3.9	4.6	7.7	-20	-6	-4.8%	-7.3%	-0.16	-0.11	-0.43	0.16	0.42	1205	i	-7	-1	574	.	.
COc1ccc(OC)c(C(C(=O)NCc2ccco2)N(C(=O)Cn2nnc3ccccc32)C(C)C)c1 (stereo not drawn)	4.4	3.0	7.1	15	16	-4.3%	-2.5%	-0.53	-0.19	-0.049	0.23	0.21	1047	i	-2	1	776	-4.9	986
Cc1cc(C)c(NC(=O)C2CCC(=O)N2)c(C)c1 (stereo not drawn)	3.0	2.1	12	-17	-7	3.4%	-1.0%	-0.35	-0.32	-0.66	1.5	-0.24	1390	i	-11	3	654	0.1	1461
NS(=O)(=O)c1cccc(NC(=O)CCSc2ccc(Cl)cc2)c1	2.9	2.4	8.6	-13	-7	0.2%	2.3%	-0.49	-0.27	-0.56	0.22	-0.05	1318	i	-7	3	643	-0.5	1010
O=C(O)CCCC(=O)Nc1ccc(Cl)cc1	2.8	2.6	9.8	-8	-30	-6.1%	-1.4%	1.7	-0.2	0.46	-0.44	.	.	i	-11	-6	762	-1.7	982
COc1ccc(-c2[nH]ncc2CN2CCCO2)c(F)c1	2.0	0.7	6.9	-4	10	-3.1%	0.9%	2.1	-0.17	1.6	-1.7	-0.27	1368	i	-29	-5	733	-0.8	981

Two entries from above, with values under each structure:
Values run as follows: MT stabilizer | MT stabilizer Hoechst-high % | MT stabilizer cytotoxicity % | WT yeast gro inh | WT yeast gro inh mutant strain | XIAP antagonists | CSM14.1 death rescue | Dynein cargo inh | Dynein cargo inh cytoplasmic EGFP | Dynein cargo inh nuclear GR-EGFP | Dynein cargo inh cell count | Ins promoter up | Ins promoter up cell count | Autophagy mod | Autophagy mod cell loss 18 h | Hep lipid drop | Hep lipid drop cells 6.5 µM | b-catenin transl | b-catenin transl cell count 5 µM
> Cc1ccc(CNC(=O)/C(C#N)=C\c2ccc(N(C)C)cc2)cc1
  2.9 | 2.6 | 2.0 | -13 | -15 | -24% | 1.3% | -0.23 | -0.18 | 0.17 | 0.4 | -0.58 | 1389 | i | 25 | . | . | 5.2 | 1344
> Cc1cc(C)cc(NC(=O)c2ccc3nc[nH]c3c2)c1
  3.9 | 4.6 | 7.7 | -20 | -6 | -4.8% | -7.3% | -0.16 | -0.11 | -0.43 | 0.16 | 0.42 | 1205 | i | -7 | -1 | 574 | . | .

Screening data from PubChem.

Not a hit list. Share with any hit: about 4%.
